PHOSPHO1 inh: inhibitors of human PHOSPHO1 phosphatase; recombinant PHOSPHO1, absorbance phosphatase assay; 290,000 tested, 1.1% active; Q8TCT1; AID 1565; inhibition, % at 13.3 µM; in the data active means inhibition above about 60%
Target sequence (Q8TCT1 whole entry, looked up): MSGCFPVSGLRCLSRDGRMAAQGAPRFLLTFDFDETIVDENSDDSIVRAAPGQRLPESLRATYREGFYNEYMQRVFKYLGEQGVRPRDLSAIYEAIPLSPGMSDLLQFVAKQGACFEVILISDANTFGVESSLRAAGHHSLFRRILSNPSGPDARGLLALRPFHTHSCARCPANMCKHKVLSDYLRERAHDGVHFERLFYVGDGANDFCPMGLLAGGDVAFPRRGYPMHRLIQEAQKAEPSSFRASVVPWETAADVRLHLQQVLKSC
V1aR counter: activates human V1a receptor in oxytocin agonist counter-screen. 320,000 tested, 0.25% active. CHO-V1R cells, Fluo-8 calcium fluorescence, agonist mode; 0% DMSO, 100% 3 nM vasopressin. activation, % at 3 µM. P37288;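 active means activation above the mean activation of all tested compounds plus 3 SD, per screening run, cut at about 20% in these data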;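 further: signal is peak over basal fluorescence ratio across a 100 second FLIPR read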
GalR3 antagonist: antagonists of human GalR3 | O60755 | HEK293 GalR3-CNG cAMP membrane potential fluorescence; galR3 body fused to GalR1 C-terminus | inhibition, % at 3 µM | 360,000 tested, 0.44% active | AID 651719;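 active means inhibition above the screen-wide average plus 3 SD, cut at about 13% in these data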;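 further: forskolin and galanin both at EC90 stimulate the cells; cAMP rise reported by CNG channel membrane potential dye signal; 0% = forskolin plus galanin with DMSO and 100% = forskolin alone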
NALP1 inh: NALP1 inhibition; S. cerevisiae NALP1/ASC/caspase-1 growth, X-gal OD620, 72 h; inhibition, % at 10 µM; 280,000 tested, 0.61% active; AID 2071; in the data active means inhibition mostly above about 24%, no sharp cut-off; inactive means mostly below about 32%; further: some compounds called inactive have numbers as strong as hits
MEKK3 PB1 HTS: MEKK3-MEK5 PB1 interaction, increase or decrease. bead-based flow cytometry, Alexa488-MEK5 binding to MEKK3; actives lie on both sides; 0 = blocked by unlabeled MEK5, 100 = vehicle. 290,000 tested, 1.4% active. binding response (% of control), % at 10 µM;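 active means binding response more than 3 SD above or below the average of its plate-row segment, actives on both sides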;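 further: Alexa488 bead fluorescence after subtracting the streptavidin-only scavenger bead signal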
Target sequence (Q99759 whole entry, looked up): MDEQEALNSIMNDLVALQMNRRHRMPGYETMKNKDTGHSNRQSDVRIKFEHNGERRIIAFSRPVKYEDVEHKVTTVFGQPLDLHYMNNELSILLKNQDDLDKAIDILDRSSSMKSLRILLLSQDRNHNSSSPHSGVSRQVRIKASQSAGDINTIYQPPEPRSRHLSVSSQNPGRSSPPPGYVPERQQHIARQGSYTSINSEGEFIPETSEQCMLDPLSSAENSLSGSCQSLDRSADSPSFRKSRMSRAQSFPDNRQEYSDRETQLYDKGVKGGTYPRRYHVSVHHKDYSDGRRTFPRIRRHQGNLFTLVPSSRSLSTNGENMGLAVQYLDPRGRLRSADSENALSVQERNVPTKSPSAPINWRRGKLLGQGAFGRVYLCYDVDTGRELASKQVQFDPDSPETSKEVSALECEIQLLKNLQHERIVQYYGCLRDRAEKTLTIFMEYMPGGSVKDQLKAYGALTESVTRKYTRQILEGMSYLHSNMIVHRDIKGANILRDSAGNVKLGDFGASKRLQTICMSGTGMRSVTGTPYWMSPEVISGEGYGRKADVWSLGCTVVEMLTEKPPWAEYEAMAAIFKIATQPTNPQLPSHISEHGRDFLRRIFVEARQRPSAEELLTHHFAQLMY
MEKK2wt PB1 HTS: raises or lowers MEK5 binding to wildtype human MEKK2 PB1 domain | AID 1531 | binding response (% of control), % at 10 µM | Q9Y2U5 | bead flow cytometry, Alexa488-MEK5 binding to MEKK2 WT; actives lie on both sides | 290,000 tested, 1.1% active; in the data active means binding response below about 67% or above about 130%
OXTR agonist: activates the human oxytocin receptor. 320,000 tested, 0.32% active. CHO-OTR cells, Fluo-8 calcium fluorescence; normalized: DMSO 0%, oxytocin 100%. activation, % at 3 µM. P30559;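 active means activation above the mean of all tested compounds plus 3 SD, cutoff set per screening run, cut at about 20% in these data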;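 further: peak over basal fluorescence ratio from a 100 s FLIPR kinetic read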
GPR7 antag: antagonists of human GPR7 (neuropeptides B/W receptor 1) | GPR7-expressing cells, fluorescence antagonist assay | inhibition, % at 4.4 µM | 290,000 tested, 1.1% active | AID 1861; in the data active means inhibition above about 16%, passing the limit was not always enough;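 further: cells stimulated with the agonist NPW; 0% = agonist with vehicle and 100% = vehicle without agonist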
MEKK2 mut-MEK5: signal of MEK5 binding to mutant human MEKK2 PB1 domain | bead flow cytometry, Alexa488-MEK5 binding to MEKK2 mutant | percent response, % at 10 µM | 290,000 tested, 0.35% active; in the data active means percent response above about 24%, passing the limit was not always enough; further: inactives centre near 1; some results filed as inactive read as strong as hits; reference of the scale not given here
Starred values were filed as active, the others as inactive; x = no result given; [ ] = another dose, or the depositor's remark.

SMILES | PHOSPHO1 inh | V1aR counter | GalR3 antagonist | NALP1 inh | MEKK3 PB1 HTS | MEKK2wt PB1 HTS | OXTR agonist | GPR7 antag | MEKK2 mut-MEK5
CCC(C)(C)NC(=O)c1cc(OC)c(OC)cc1[N+](=O)[O-] | 22 | -0.2 | -2 | -2 | 106 | 107 | 0.8 | -11 | 2
Cc1nn(C)c(C)c1N1C(=O)c2cccc3c(Br)ccc(c23)C1=O | 0 | 5.8 | -1 | 38 | 92 | 106 | 6.6 | -15 | 1
CN1/C(=C/C=N/n2cnnc2)C(C)(C)c2ccccc21 | -7 | 0.4 | -8 | 18 | 101 | 100 | 1.5 | -6 | 3
Cc1cc(Nc2cccc(O)c2)c2ccccc2n1 | -22 | 0.7 | x | -2 | 96 | 102 | -0.1 | -2 | 0
CCCCN1C(=O)NC(NS(=O)(=O)c2ccc(N)cc2)(C(F)(F)F)C1=O (configuration not stated) | 0 | 0.3 | -5 | -2 | 100 | 99 | 0.3 | -7 | 0
COc1ccc(C(c2c[nH]c3ccccc23)c2c[nH]c3ccccc23)cc1O | 27 | 1.9 | 0 | -44 | 99 | 103 | 4.2 | 8 | 2
COc1ccc(-n2cc(CN(C)CCO)c(-c3cccc(F)c3)n2)cc1 | 26 | 1.5 | 2 | 24* | 105 | 105 | 1.2 | -3 | -11
Cc1nn(-c2ccccc2)c2nc(N)c(C#N)c(-c3ccc(C(C)(C)C)cc3)c12 | 27 | 0.0 | -4 | x | 98 | 90 | -0.9 | -27 | -2
Cc1ccc2oc(=O)n(CCOc3ccccc3C)c2c1 | 27 | 0.1 | -2 | 9 | 99 | 91 | -2.0 | -7 | -10
COc1ccc(S(N)(=O)=O)cc1C(=O)OCCCOC(=O)c1cc(S(N)(=O)=O)ccc1OC | 35 | 1.1 | -3 | 0 | 101 | 99 | 0.4 | -2 | 15
COc1ccc(NC(=O)CN2C(=O)/C(=C3\SC(=S)N(C4CCS(=O)(=O)C4)C3=O)c3ccccc32)cc1 (configuration not stated) | 18 | 22* | -6 | x | 96 | 93 | -1.9 | -2 | -1
CN(C)C(=O)COc1ccc2cc(-c3ccccc3)c(=O)oc2c1 | 4 | 1.7 | -3 | 1 | 103 | 95 | 0.4 | 6 | -3
Cc1ccsc1C(=O)N1CCCC(N2CCN(c3cccc(Cl)c3)CC2)C1 (configuration not stated) | 43 | 4.2 | -6 | 29 | 108 | 111 | 0.9 | -4 | 9
O=c1[nH]c2ccc(NC(=S)Nc3ccc(Cl)cc3Cl)cc2[nH]1 | 40 | 0.4 | -4 | 10 | 98 | 96 | 0.1 | -6 | 4
O=C1CC(c2ccc(F)cc2)CC(O)=C1C=NCCN1CCN(C(=O)Nc2ccccc2)CC1 (configuration not stated) | 9 | 0.0 | -2 | 4 | 98 | 98 | -1.3 | -1 | 3
CCOC(=O)N1CCN(C(=O)CSc2nnc(-c3cc(OC)cc(OC)c3)o2)CC1 | 4 | 0.5 | 3 | -1 | 98 | 99 | 0.1 | 11 | -1
CCN(CC)CCNC(=O)C(=O)Nc1cc2c3c(c1)CC(=O)N3CCC2 | 34 | -0.1 | -5 | 18 | 103 | 98 | 0.2 | 18 | 2
O=C(CSc1ccc2ccccc2n1)N/N=C/c1ccccc1O | 33 | x | -8 | 10 | 107 | 103 | x | 2 | -1
N/C(=N\OC(=O)CC1CCCCC1)c1ccc(Cl)cc1 | -1 | -0.7 | -4 | 32* | 105 | 107 | 0.0 | -8 | 6
Cc1oc2c(CN3CCCC3)c(O)ccc2c(=O)c1Oc1ccccc1Br | 16 | 3.8 | -3 | 19 | 95 | 101 | 0.1 | 4 | 1
NC(=O)NCc1cccs1 | 28 | 1.2 | 1 | -7 | 52 | 55 | 0.7 | 9 | -16
CC(=O)c1c(C)oc2ccc(NS(=O)(=O)c3cccs3)cc12 | 17 | 6.1 | -5 | 1 | 95 | 86 | 8.7 | -1 | -12
COc1cc(/C=C/c2cc(OC(C)=O)c3ccccc3n2)c(OC(C)=O)c([N+](=O)[O-])c1 | 3 | -0.8 | -5 | -1 | 102 | 100 | 0.1 | -5 | -4
COC(=O)c1ccc(COC(=O)c2cnc(Cl)c(Cl)c2)cc1 | -18 | 0.8 | -9 | 20 | 108 | 112 | 1.3 | -3 | 2
COc1ccc2c(C)nc(Nc3nc(-c4ccccc4)cc(=O)[nH]3)nc2c1 | 8 | -0.7 | 2 | -10 | 102 | 103 | -0.4 | -5 | 8
Cc1nc(SCC(=O)N2CCOCC2)c2ccsc2n1 | 20 | 0.6 | -3 | 1 | 87 | 88 | 0.1 | -10 | -9
O=C(N=Nc1c(O)[nH]c2ccc(Br)cc12)c1ccccc1-n1cccc1 | 5 | -0.8 | -9 | -2 | x | x | -1.5 | 3 | x
COc1ccc(OC)c(NC(=O)CCC(=O)Nc2nnc(C(C)C)s2)c1 | 36 | 0.1 | 4 | -1 | 96 | 95 | 0.8 | -8 | -2
Cc1nn(-c2ccc(Cl)c(Cl)c2)c(=O)c2ccccc12 | 45 | 1.5 | 0 | 17 | 92 | 94 | -0.6 | -10 | -7
O=C(O)[C@@H]1CSC2c3ccccc3C(=O)N21 (some centres not stated) | 20 | 0.9 | -11 | 26 | 100 | 98 | -0.4 | -3 | -3
Cc1ccc(CCSc2ccc(C(C)C)cc2)cn1 | -11 | 0.9 | -1 | 34 | 121 | 107 | 0.7 | -12 | 0
COc1ccccc1C(=O)COC(=O)CNS(=O)(=O)c1ccc(C)cc1 | 16 | 1.9 | 1 | -17 | 110 | 108 | 0.1 | -8 | 3
COc1cccc(N2CC(C(=O)NC3CCCCC3)CC2=O)c1 (configuration not stated) | -4 | 0.3 | -3 | 8 | 102 | 103 | -0.5 | -6 | 6
O=C(CSc1ccc(-c2ccc(F)cc2)nn1)NCCc1ccccc1 | 46 | 0.7 | -1 | 6 | 102 | 104 | -0.5 | -6 | 4
S=C(Nc1ccccc1)c1nc2ccccc2s1 | 8 | -1.1 | -3 | 8 | 121 | 104 | -1.7 | -8 | -1
Cc1ccc2[nH]c3c(c2c1)CN(C(=O)CN1CCN(c2ccccc2F)CC1)CC3 | 25 | x | x | 5 | 106 | 112 | x | 2 | 7

Molecules listed so far containing an NH in an aromatic ring (five):
SMILES | PHOSPHO1 inh | V1aR counter | GalR3 antagonist | NALP1 inh | MEKK3 PB1 HTS | MEKK2wt PB1 HTS | OXTR agonist | GPR7 antag | MEKK2 mut-MEK5
COc1ccc(C(c2c[nH]c3ccccc23)c2c[nH]c3ccccc23)cc1O | 27 | 1.9 | 0 | -44 | 99 | 103 | 4.2 | 8 | 2
O=c1[nH]c2ccc(NC(=S)Nc3ccc(Cl)cc3Cl)cc2[nH]1 | 40 | 0.4 | -4 | 10 | 98 | 96 | 0.1 | -6 | 4
COc1ccc2c(C)nc(Nc3nc(-c4ccccc4)cc(=O)[nH]3)nc2c1 | 8 | -0.7 | 2 | -10 | 102 | 103 | -0.4 | -5 | 8
O=C(N=Nc1c(O)[nH]c2ccc(Br)cc12)c1ccccc1-n1cccc1 | 5 | -0.8 | -9 | -2 | x | x | -1.5 | 3 | x
Cc1ccc2[nH]c3c(c2c1)CN(C(=O)CN1CCN(c2ccccc2F)CC1)CC3 | 25 | x | x | 5 | 106 | 112 | x | 2 | 7

Remaining list, next part:
SMILES | PHOSPHO1 inh | V1aR counter | GalR3 antagonist | NALP1 inh | MEKK3 PB1 HTS | MEKK2wt PB1 HTS | OXTR agonist | GPR7 antag | MEKK2 mut-MEK5
CC[C@H](C)C(C(=O)N1CCN(C(=O)OC(C)(C)C)CC1)n1cc(C(Cc2ccc(O)cc2)NC(=O)OC(C)(C)C)nn1 (some centres not stated) | 18 | -0.7 | 2 | 6 | 97 | 86 | 1.4 | -6 | -6
O=C(c1ccc2c(c1)OCCO2)N(c1ccccn1)C1CCCCC1 | 1 | 0.5 | -3 | 5 | 111 | 111 | -1.7 | 2 | 2
Cc1cc(Cl)cc(C)c1OCCOCCNCc1ccccc1 | 8 | 9.0 | -12 | 21 | 104 | 127 | 20 | 27* | 3
Cc1cccc2cc(C(c3nnnn3Cc3ccccc3)N3CCCc4ccccc43)c(=O)[nH]c12 (configuration not stated) | 9 | 0.7 | -4 | -7 | 107 | 114 | -0.1 | 6 | 6
Cc1ccc2c(C)c(C(=O)N3CCN(C4CCS(=O)(=O)C4)CC3)oc2c1C (configuration not stated) | 18 | 1.1 | -3 | 17 | 99 | 101 | -0.8 | -6 | 3
CC(C)N(C(=O)COC(=O)[C@@H]1CC(O)CN1S(=O)(=O)c1ccc(C(C)(C)C)cc1)C(C)C (some centres not stated) | -8 | 1.1 | -5 | 4 | 103 | 107 | 1.4 | -3 | 3
Cc1cc(Oc2ccc(=O)n(C)n2)nc(SCCOc2ccccc2)n1 | 0 | 0.9 | -5 | 4 | 104 | 96 | -1.2 | -10 | 2
COc1cccc(OCC(=O)N(Cc2nc(-c3ccc(Cl)cc3)no2)C(C)C)c1 | -16 | 1.4 | -1 | -2 | 99 | 99 | 2.2 | -9 | 4
CC(C)c1cc(-c2cc(C(=O)NCc3ccccc3)on2)nc(NCC2CC2)n1 | 0 | 35* | -6 | 6 | 93 | 91 | 31* | x | 5
COc1ccc(C)cc1NC(=O)C1CCCN1S(=O)(=O)c1ccc2c(c1)CCC(=O)N2 (configuration not stated) | -14 | -0.6 | 12 | -22 | 94 | 95 | -2.5 | -10 | 1
COC(=O)C1(C(=O)OC)NOC2C(=O)N(N(C)c3ncc(C(F)(F)F)cc3Cl)C(=O)C21 (configuration not stated) | -16 | 0.8 | -4 | 6 | 117 | 103 | 0.1 | -3 | -2
COc1ccc2ccccc2c1C1CC(=O)N2CN(C3CCCCC3)CSC2=C1C#N (configuration not stated) | 50 | 0.6 | x | -2 | 103 | 106 | -0.6 | 0 | 8
CCc1nc2ccccc2c(C(=O)OCC(=O)NC(=O)c2cccn2C)c1C | 42 | -1.7 | -1 | 5 | 67*[inhibitor] | 72 | -1.4 | -6 | -18
CCOC(=O)NCC(C)(C)CNC(=O)OCC | 16 | 0.7 | -1 | 9 | 93 | 93 | 1.0 | -5 | -7
Cc1ccc(C(=O)OCC(=O)NCc2cccs2)cc1C | -49 | 2.3 | -5 | -1 | 91 | 86 | 0.2 | -1 | -13
CC1=CC(=C2C(=O)c3ccccc3C2=O)C=C(C)N1C | 39 | -0.1 | -8 | 9 | x | x | 1.5 | 20 | x
CCCSc1cc(N2CCOCC2)nc(-c2ccccc2Cl)n1 | -7 | 0.4 | -3 | 3 | 105 | 104 | -1.9 | -8 | 2
O=C(C1CCCO1)N1CCc2ccccc21 (configuration not stated) | -14 | -0.7 | -4 | 39 | 100 | 103 | -1.4 | 5 | -2

Reformatted: entries from further up.
> O=C(C1CCCO1)N1CCc2ccccc21 (configuration not stated)
  PHOSPHO1 inh: -14	V1aR counter: -0.7	GalR3 antagonist: -4	NALP1 inh: 39	MEKK3 PB1 HTS: 100	MEKK2wt PB1 HTS: 103	OXTR agonist: -1.4	GPR7 antag: 5	MEKK2 mut-MEK5: -2
> CCCSc1cc(N2CCOCC2)nc(-c2ccccc2Cl)n1
  PHOSPHO1 inh: -7	V1aR counter: 0.4	GalR3 antagonist: -3	NALP1 inh: 3	MEKK3 PB1 HTS: 105	MEKK2wt PB1 HTS: 104	OXTR agonist: -1.9	GPR7 antag: -8	MEKK2 mut-MEK5: 2
> Cc1ccc(C(=O)OCC(=O)NCc2cccs2)cc1C
  PHOSPHO1 inh: -49	V1aR counter: 2.3	GalR3 antagonist: -5	NALP1 inh: -1	MEKK3 PB1 HTS: 91	MEKK2wt PB1 HTS: 86	OXTR agonist: 0.2	GPR7 antag: -1	MEKK2 mut-MEK5: -13
> CCc1nc2ccccc2c(C(=O)OCC(=O)NC(=O)c2cccn2C)c1C
  PHOSPHO1 inh: 42	V1aR counter: -1.7	GalR3 antagonist: -1	NALP1 inh: 5	MEKK3 PB1 HTS: 67*[inhibitor]	MEKK2wt PB1 HTS: 72	OXTR agonist: -1.4	GPR7 antag: -6	MEKK2 mut-MEK5: -18

Assay outcomes: PubChem, several laboratories
